Source: PubChem (National Center for Advancing Translational Sciences (NCATS))
p53 reactivator: re-activators of mutant p53; Potency, µM (series often up to 92.2 µM), for inactives: top-dose activity change, positive = activation, usual class: activators; 320,000 compounds, 0.063% hits; H1299 p53-A138V BP100-luciferase reporter, luminescence, 24 h; note: potency is the fitted concentration of half-maximal effect; % of control where 0% means no effect; nearly all actives have a fitted effect of over 45% in size
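p53-null H1299 cells stably carrying temperature-sensitive p53-A138V and a BP100-luciferase reporter were pinned with compounds (4-point, 1:5 series) and held 24 hrs at 37 deg C. Luminescence was read 10 min after detection reagent.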
RORgamma inh: blocks mouse ROR gamma transcriptional activity; AID 2551; Drosophila S2 Gal4-RORgamma UAS-luciferase reporter, 20 h; P51450; 310,000 compounds, 5.4% hits; Potency, µM (titrated, usually from 53.6 µM), inactives show at the highest dose activity change, negative = inhibition, actives largely listed as inhibitors; note: potency is the fitted concentration of half-maximal effect; % is set by controls: 0 for no effect and ±100 for the full control effect; nearly all actives have a fitted effect of over 60% in size
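Schneider cells (Drosophila), stable Gal4 DBD–ROR gamma + UAS-luc; 1 hr cmpd preincubation; Cu2+ induction 700 uM final; 20 hr ambient; luminescence.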
Menin-MLL TR inh: menin-MLL binding inhibition, Texas Red mutant peptide; Potency, µM (highest dose often 61.6 µM), for inactives: at the highest dose FP activity change, negative = inhibition, usual class: inhibitors; 270,000 compounds, 0.23% hits; Menin + Texas Red MLL mutant peptide, fluorescence polarization; O00255; active = well fitted inhibition curve with a large enough effect in the polarisation, with a control signal flat, not every such curve was filed as active; inconclusive = small, poorly fitted or top-dose-only effect, or effect the other way, or a change in a side signal; inactive = no such curve, though single readings can be large or run the other way; the % refers to the polarisation; note: potency is the fitted concentration of half-maximal effect; % of control where 0% means no effect; many of its hits are not listed in these tables
Target sequence (O00255 whole entry, looked up): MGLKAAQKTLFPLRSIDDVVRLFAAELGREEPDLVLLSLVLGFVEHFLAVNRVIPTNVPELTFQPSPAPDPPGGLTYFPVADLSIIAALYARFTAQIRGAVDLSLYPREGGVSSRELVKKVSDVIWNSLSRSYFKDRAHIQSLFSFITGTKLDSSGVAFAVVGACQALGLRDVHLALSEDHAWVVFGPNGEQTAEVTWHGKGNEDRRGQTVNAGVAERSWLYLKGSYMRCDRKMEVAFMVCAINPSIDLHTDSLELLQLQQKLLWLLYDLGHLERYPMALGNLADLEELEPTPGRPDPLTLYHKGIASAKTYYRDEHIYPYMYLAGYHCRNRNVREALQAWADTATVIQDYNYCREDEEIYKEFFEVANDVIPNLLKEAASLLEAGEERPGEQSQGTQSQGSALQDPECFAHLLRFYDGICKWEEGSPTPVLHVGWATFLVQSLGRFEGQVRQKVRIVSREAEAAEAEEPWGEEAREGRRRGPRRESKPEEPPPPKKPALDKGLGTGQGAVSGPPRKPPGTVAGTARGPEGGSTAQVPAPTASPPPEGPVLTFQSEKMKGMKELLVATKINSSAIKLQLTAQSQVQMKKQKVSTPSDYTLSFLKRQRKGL
PKM2 act: increases activity of human pyruvate kinase M2; 260,000 compounds, 0.34% hits; Potency, µM (titrated, usually from 57.5 µM), for the others: at the top dose activation, usual class: activators; P14618; purified PKM2, Kinase-Glo ATP luminescence, activation; response scale: 0% is enzyme alone, no compound; note: potency is the fitted concentration of half-maximal effect; % is set by controls: 0 for no effect and ±100 for the full control effect; nearly all actives have a fitted effect of over 55% in size
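hPK-M2, >95% pure; 0.1 mM ADP / 0.5 mM PEP final; imidazole pH7.2 buffer w/ 7 mM MgCl2, 50 mM KCl; 1 h RT; Kinase-Glo lum. Intermediate enzyme activity for dual inhibitor/activator qHTS.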
FLuc modulator: counter-screen for miR-21 project: firefly luciferase inhibitors or activators | P08659 | purified FLuc, Km substrates, luminescence inhibition | Potency, µM (highest dose often 57.5 µM), for inactives: top-dose activity change, negative = inhibition, hits mostly inhibitors | 360,000 compounds, 6.9% hits | AID 588342;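 note: potency is the fitted concentration of half-maximal effect; plate controls were vehicle for no effect and reference inhibitor for full effect; nearly all actives have a fitted effect of over 55% in size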
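Purified P. pyralis luciferase, 10 nM final, with Km-level 10 uM D-luciferin and 10 uM ATP in 50 mM Tris acetate pH 7.5, 10 mM Mg acetate, 0.01% Tween-20, 0.05% BSA; 6-point qHTS titration about 60 µM downward; luminescence read.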
Giardia killer: kills Giardia lamblia; Giardia lamblia trophozoite viability; AID 540267; 340,000 compounds, 0.15% hits; activity change, % at 7.66 µM, hits read low; in the data active = activity change below about -80%; inconclusive = between about -30% and that limit;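 note: parasites exposed to compound for two days anaerobically before the ATP read; % is set by controls: 0 for no effect and ±100 for the full control effect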
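Luminescent ATP signal served as the viability read-out, measured 15-30 min after adding ATP detection reagent to trophozoites that had been incubated with compounds for 48 hrs at 37 deg C anaerobically at 100 cells/well.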
ELG1 genotox: genotoxicity induction in ELG1-luciferase HEK293T cells. HEK293T ELG1-luciferase reporter, luminescence, 16 h. Potency, µM (highest dose often 46 µM), for inactives: top-dose activity change, positive = activation, most hits filed as activators. 330,000 compounds, 1.3% hits. AID 504466; note: potency is the fitted concentration of half-maximal effect; % of control where 0% means no effect; nearly all actives have a fitted effect of over 60% in size
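Step 1: seed 2,000 HEK293T ELG1-luciferase cells per well. Step 2: add compound or DMSO, incubate 16 hr at 37 °C. Step 3: ONE-Glo, 30 min at room temperature, read luminescence.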
Rab9 promoter act: activators of Rab9 promoter | Huh7 Rab9 promoter-luciferase reporter, luminescence, 24 h | Potency, µM (series often up to 9.22 µM), for the others: top-dose activation, negative = inhibition, most hits filed as activators | 320,000 compounds, 2.8% hits | AID 485297; note: potency is the fitted concentration of half-maximal effect; % of control where 0% means no effect; nearly all actives have a fitted effect of over 60% in size
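Stable Rab9-luc Huh7, 1500 cells/well, 2 h settle; cmpd in DMSO, 24 h, 37 °C/5% CO2; luciferase reagent 10 min RT; luminescence.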
VP16 counter: Gal4-VP16 reporter inhibition counter-screen | Potency, µM (doses to about 53.6 µM), inactives show at the top dose activity, negative = inhibition, most hits filed as inhibitors | Drosophila S2 Gal4-VP16 UAS-luciferase, luminescence, 20 h | 310,000 compounds, 3.5% hits;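 note: Gal4-VP16 expression switched on by copper sulfate through the metallothionein promoter; potency is the fitted concentration of half-maximal effect; % is set by controls: 0 for no effect and ±100 for the full control effect; nearly all actives have a fitted effect of over 50% in size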
NPC1 promoter act: NPC1 promoter activation. Huh7 NPC1 promoter luciferase reporter, 24 h. 320,000 compounds, 2.4% hits. AID 485313. Potency, µM (top dose mostly 9.22 µM), inactives show at the highest dose activation, usual class: activators;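 note: potency is the fitted concentration of half-maximal effect; % of control where 0% means no effect; nearly all actives have a fitted effect of over 60% in size; reporter is driven by a mutant NPC1 promoter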
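In 1536-well qHTS, Huh7 cells harboring an NPC1 promoter–luciferase construct received compound for 24 h; activation was quantified by luminescence following luciferase reagent addition.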
BRCA1 expr up: activators of BRCA1 expression | MCF7-BRCA1-FFLuc reporter, luminescence, 48 h; response scale: scaled: vehicle 0%, 10 µM genistein 100% | Potency, µM (titrated, usually from 46.1 µM), inactives show top-dose activation, hits mostly activators | 380,000 compounds, 1.1% hits | AID 624202; note: potency is the fitted concentration of half-maximal effect; nearly all actives have a fitted effect of over 80% in size; some results filed as inactive show a strong effect at the top dose
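Activators of BRCA1 expression were detected as increased firefly luciferase luminescence in engineered MCF7 cells after 48 h compound incubation. Signals were scaled to genistein 10 microM as full activation.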
* hit, by the source's call; ? = inconclusive; . = not tested or not shown; & = joins results of further samples; [ ] = another dose, or the depositor's remark. Unless noted, calls come from the whole dose curve; as a rule, active = well fitted curve in the direction sought with a large enough effect; inconclusive = small, poorly fitted or top-dose-only effect, or another doubt; inactive = no such curve, though single readings can be large; an effect the other way counts as inactive or inconclusive. This is a subset; rates above refer to the full screens.

molecule	p53 reactivator	RORgamma inh	Menin-MLL TR inh	PKM2 act	FLuc modulator	Giardia killer	ELG1 genotox	Rab9 promoter act	VP16 counter	NPC1 promoter act	BRCA1 expr up
N#CC1=C(N)Oc2cc3ccccc3cc2C1c1cccnc1 (centres undefined)	-26.2%	-6.4%	0.7%	?	1.8%	-5.6	-4.8%	-21.7%	-3.0%	-33.3%[inhibitor]	-62.1%
CC1=C(C(=O)OCCNC(=O)c2cccnc2)C(c2cccc([N+](=O)[O-])c2)C(C(=O)OCCN(C)C)=C(C)N1 (centres undefined)	-12.5%	9.3%	9.3%	-3.6%	1.9%	2.9	-3.5%	-8.9%	-14.4%	-2.3%	-22.7%
COc1ccc(C2(CNC(=O)c3cccc([N+](=O)[O-])c3)CCCCC2)cc1OC	-2.7%	30.6%[10 µM]	2.7%	0.0%	-1.1%	1.7	-8.3%	-13.2%	0.4%	0.1%	-2.1%
CC(=O)C1=C(O)C(=O)N(CCc2c[nH]c3ccccc23)C1c1ccc(C)cc1 (centres undefined)	-0.6%	-8.2%	13.0%	-2.4%	-8.5%	12.3	-3.0%	1.4%	-6.6%	-3.3%	23.6%
CCN(CC)C(=O)Cn1cc(C(=O)C(=O)NCCc2ccc(S(N)(=O)=O)cc2)c2ccccc21	-5.3%	-2.5%	3.3%	1.3%	0.7%	0.4	-0.5%	-4.5%	12.5%	-2.5%	18.1%
CCC1=NN(C(=O)c2ccc(Br)cc2)C(O)(c2ccccc2)C1 (centres undefined)	1.6%	12.6µM*	-1.1%	0.5%	-1.4%	12.2	-3.7%	-8.0%	7.08µM*	0.9%	-57.5%
Cc1nc2ccc(NC(=O)c3c(-c4ccccc4)noc3C)cc2s1	-11.7%	-7.0%	4.5%	1.7%	1.1%	15.0	1.7%	0.2%	-0.6%	1.1%	-28.6%
Cn1c(SCc2ccc(Br)cc2)nc2ccccc2c1=O	1.4%	?	4.5%	2.3%	2.7%	1.0	-1.6%	-9.7%	?	3.3%	-37.4%
O=C(Nc1ccc(Oc2ccccc2)nc1)C1CCN(Cc2ccco2)CC1	15.0%	6.7%	-19.6%	2.2%	-2.3%	3.1	-6.4%	3.6%	-3.7%	-0.7%	-4.5%
CCOc1cccc(C(=O)Nc2ccc(N3CCN(S(C)(=O)=O)CC3)cc2)c1	4.7%	15.4%	5.3%	-3.0%	-1.9%	13.3	-0.6%	-4.0%	-2.1%	3.6%	-2.8%
C=CCn1c(=S)[nH]c2cc(C(=O)NCCc3ccc(S(N)(=O)=O)cc3)ccc2c1=O	0.7%	.	.	.	0.5%	-11.9	1.4%	-4.8%	.	-2.2%	-22.5%
CCC(C)c1ccccc1NC(=O)COC(=O)CCc1cc(OC)c(OC)c(OC)c1 (centres undefined)	-4.6%	7.7%	-2.4%	-2.0%	-0.3%	-8.1	0.1%	-6.2%	-14.6%	-4.3%	-0.5%
Cc1ccc(CSCCNC(=O)c2ccc(Cl)c(S(=O)(=O)N3CCOCC3)c2)cc1	0.6%	40.1%	7.0%	5.9%	2.7%	-7.9	1.5%	0.5%	-21.9%	-3.2%	-69.8%
O=C(C1CCC1)N1CCN(c2ccc(Cl)cc2)CC1	-8.4%	36.6%	-4.8%	-7.3%[11.5 µM]	-8.3%	-4.0	-0.7%	0.0%	9.0%	2.4%	47.2%
CSCCC(NC(=O)c1ccc(C(C)(C)C)cc1)C(=O)O (centres undefined)	-0.2%	-0.2%	1.7%	2.7%	?	20.6	5.1%	0.7%	-6.3%	0.6%	22.9%
COC(=O)CSc1nc(C)c(C)c(C)c1C(N)=O	14.5%	2.2%	3.3%	-0.7%	-3.8%	-15.1	-3.9%	-6.7%	3.8%[10 µM]	-7.5%	0.6%
CCc1nc2nc(C)c(NS(=O)(=O)c3ccc4c(c3)CCCC4)c(=O)n2[nH]1	3.0%	-9.3%	13.0%	-0.9%	1.8%	-0.7	-0.2%	-3.4%	-17.7%	-9.1%	6.6%
CN(C)c1ccc(C(=O)c2ccc(O)cc2O)cc1	?	?	35.8%[activator]	-14.3%	10.7µM*	1.0	?	21.4%	?	?	?
CCOC(=O)/C(=C/C=C1\Sc2ccccc2N1CC)C(C)=O	0.9%	16.2%	-7.7%	4.8%	?	4.6	-2.2%	-1.2%	-3.8%	-4.6%	45.4%
O=C(CCN=C1NS(=O)(=O)c2ccccc21)OCc1nnc(-c2ccccc2)o1	4.9%	.	.	.	2.6%	1.6	11.2%	-1.6%	.	-1.3%	9.5%
CCCCN(CCCC)S(=O)(=O)c1ccc(C(=O)Nc2nnc(COC)o2)cc1	8.3%	0.447µM*	?	-0.2%	2.6%	-11.1	-3.8%	-6.5%	1µM*	-4.9%	-70.0%
NC(=O)c1c(NC(=O)COC(=O)CSc2nnc(-c3ccc(Cl)cc3)o2)sc2c1CCC2	2.1%	-11.3%	?	-0.5%	?	3.3	6.7%	-3.5%	6.3%	-3.1%	0.7%
CC(=O)c1cccc(NC(=O)c2ccc(NC(=O)CC3SC(N4CCCCC4)=NC3=O)cc2)c1 (centres undefined)	8.7%	-2.9%	12.4%	0.5%	?	2.2	-4.0%	6.2%	11.1%	3.6%	-19.1%
CCCN(CCC)C(=O)CSc1nc2n[nH]c(C)c2c(=N)n1-c1ccc(OCC)cc1	-10.9%	-5.0%	?	-1.9%	1.7%	-7.2	-14.8%	-9.8%	-8.0%	-4.5%	-84.6%
O=C1CCCN1CCCNc1ccc2nnc(CCC(=O)N3CCN(c4ccc(F)cc4)CC3)n2n1	9.9%	11.2%	-1.1%	.	-2.0%	-10.1	1.7%	-3.5%	-3.9%	-4.2%	-8.0%
CCOc1ccccc1C(=O)NCC(=O)Nc1ccc(-c2ccccc2)cc1	9.1%	-1.0%	-5.1%	1.0%	0.9%	4.2	6.0%	-0.9%	8.5%	0.2%	-28.8%
CC(OC(=O)Cc1n[nH]c(=O)c2ccccc12)C(=O)Nc1ccc(F)cc1Cl (centres undefined)	-0.2%	.	.	.	-1.8%	-2.1	1.7%	3.8%	.	-3.4%	1.4%
Cc1cnc(C(=O)NC2CCSc3ccccc32)cn1 (centres undefined)	2.2%	-26.6%	7.8%	1.5%	-2.3%	0.6	8.6%	2.8%	5.1%	-4.9%	10.6%
Cc1ccc(S(=O)(=O)N2CCC(=O)N(CCOCc3ccc(C(F)(F)F)cc3)CC2)cc1	-8.0%	-21.4%&-18.3%	-12.6%&-10.3%	18.5%	1.5%	3.9	10.4%	-24.3%	?	-10.0%	-19.5%
COc1cccc(CNC(=O)C2CCN(Cc3cnn(-c4ccccc4)c3-n3cccc3)CC2)c1	-7.5%	22.2%	-4.1%	2.6%	11.7%	1.7	-2.0%	-10.2%	-8.8%	-2.2%	-28.5%
CCN1c2ccc(S(=O)(=O)N3CCOCC3)cc2N(Cc2ccc(OC)cc2)C1C (centres undefined)	1.8%	-3.5%	-2.0%	-30.4%	-3.7%	-12.4	1.9%	-2.9%	-8.7%	-2.7%	10.6%
COCCN(C(=O)COC(=O)Cc1ccc(Cl)cc1Cl)c1c(N)n(Cc2ccccc2)c(=O)[nH]c1=O	-0.8%	.	.	.	3.5%	9.6	-3.1%	-3.4%	.	-0.3%	-18.5%
Cc1ccc(NC(=O)COC(=O)/C=C/c2ccc(Br)o2)cc1S(=O)(=O)N(C)C	0.6%	?	?	10.1%	?	-23.8	2.2%	-0.4%	2.7%	-1.4%	-5.2%
CCOc1ccc(OCCn2c(S(=O)(=O)O)nc3c(N)ncnc32)cc1	-2.0%	-14.8%	-20.8%	.	-4.5%	0.2	-0.9%	-0.7%	-7.9%	-0.6%	-3.2%
